Chronic BCR inh = qHTS Assay to Find Inhibitors of Chronic Active B-Cell Receptor Signaling. AID 493014, 2011. Potency, µM (top dose mostly 46.1 µM), without a hit: at the highest dose ratio change, negative = lower green/red ratio, actives largely listed as inhibitors. ABC-DLBCL IkBa-CBG/CBR reporter, luminescence ratio, 4 h. 340,000 compounds, 0.05% hits; active = well fitted inhibition curve with a large enough effect in the signal ratio, with a control signal flat, not every such curve was filed as active; inconclusive = small, poorly fitted or top-dose-only effect, or effect the other way, or a change in a side signal; the % refers to the signal ratio;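 note: plate controls were basal doxycycline-induced cells for no effect and cells given 10 µM MG132 for full effect; MG132 reads +100%, hits lower the ratio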
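TMD8 ABC-DLBCL cells carrying doxycycline-inducible green luciferase fused to IkappaBalpha plus unfused red luciferase were exposed to compounds (up to 46 uM) for 4 hrs at 37C. Activity came from the overlap-corrected green/red luminescence ratio.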
* = called active by the depositor; ? = inconclusive. Potency is the fitted concentration of half-maximal effect. Some of the compounds tested; count on the stated rates, not on these rows.

SMILES | Chronic BCR inh
O=C(CCS(=O)(=O)c1ccccc1)N(Cc1cccnc1)c1nc2ccc(Cl)cc2s1 | 6%
CCc1ccc(NC(=O)CSc2nc3n[nH]c(C)c3c(=N)n2-c2ccccc2C)cc1 | -12%
CCOc1ccc(Nc2ncnc3c2cnn3-c2ccc(F)cc2)cc1 | 2%
COc1ccccc1CNC(=O)Cn1c(-c2ccc(F)cc2)cc(C(C)=O)c1C | -10%
COc1ccc(CCNc2ncnc3c2c(-c2ccccc2)cn3-c2cccc(Cl)c2)cc1OC | ?
O=C(NC1CC(=O)N(c2ccccc2)C1)C(c1ccccc1)c1ccccc1 (stereo not drawn) | 10%
O=C(CC1N=C2c3ccccc3N=C(SCc3ccc(Cl)cc3)N2C1=O)NCc1cccs1 (stereo not drawn) | 20%
CCN(CCCNC(=O)CN1N=C(c2ccccc2)CCC1=O)c1cccc(C)c1 | -18%
O=C(NC1CC(=O)N(c2ccc(F)cc2)C1)C1CCCCC1 (stereo not drawn) | -6%
COc1ccc(-n2ncc3c(NC(C)(C)CO)ncnc32)cc1 | 20%
COc1ccc(CNC(=O)c2ccc(NC(=O)N3CCCCc4ccccc43)cc2)cc1 | 10%
CCOc1cccc2sc(N3CCN(C(=O)c4ccc5c(c4)CCCC5)CC3)nc12 | -12%
CCC(=O)Nc1cc(C(=O)NCc2ccc(C)cc2)ccc1S(=O)(=O)c1ccc(C)cc1 | 1%
CCN(CC)C(=O)CSc1nc2cc3c(cc2c(=O)n1CCCCCC(=O)NCCc1ccc(OC)c(OC)c1)OCO3 | 2%
COc1ccc(NC(=O)/C=C\C(=O)N(c2ccc(C(C)C)cc2)C(C(=O)NCc2ccco2)c2ccc(C)cc2)cc1 (stereo not drawn) | ?
CCOc1ccccc1N(C)C(=O)c1cc(S(=O)(=O)NCCc2ccc(Cl)cc2)ccc1F | -1%
CCc1ccc(CNC(=O)c2sc3ncnc(N(C)C4CCCCC4)c3c2C)cc1 | 5%
Cc1ccc(-n2ncc3c(Nc4ccc(Oc5ccccc5)cc4)ncnc32)c(C)c1 | ?
Cc1nc2nc(SCC(=O)NCc3ccccc3)nn2c(C)c1Cc1ccccc1 | 0%
CCOc1ccc(C2=C(C(=O)CC)Sc3nncn3N2C(=O)CC)cc1 | ?
Cc1ccc(CNC(=O)C(=O)Nc2c3c(nn2-c2ccc(F)cc2)CSC3)cc1 | 2%
CCc1ccc(NC(=O)c2sc3ncnc(N(C)C4CCCCC4)c3c2C)cc1 | 13%
Cc1ccc([N+](=O)[O-])c(Oc2ncnc3c2oc2ccccc23)c1 | 1%
CCC1CCCCN1C(=O)c1ccc2c(c1)N(Cc1cccc(Cl)c1)C(=O)c1ccccc1S2(=O)=O (stereo not drawn) | 5%
CC(C)c1ccc(NC(=O)c2cc(S(=O)(=O)NCCc3ccccc3)ccc2F)cc1 | ?
O=C(CC1N=C2c3ccccc3N=C(SCc3ccc(F)cc3)N2C1=O)NCc1cccs1 (stereo not drawn) | 5%
CCN(CC)S(=O)(=O)c1ccc2c(c1)N(CC(=O)N1CCN(c3ccc(OC)cc3)CC1)C(=O)CO2 | 6%
Cc1c(C(=O)Nc2ccc(F)cc2F)sc2nc3n(c(=O)c12)N=C(c1ccccc1)CS3 | 8%
COc1cc(NC(=O)CN2C(=O)CN(C)C(=O)c3ccccc32)cc(OC)c1OC | ?
COc1ccccc1NC(=O)CSC1=Nc2ccccc2C2=NC(CC(=O)NCc3ccco3)C(=O)N12 (stereo not drawn) | 11%
COc1cccc(CNC(=O)N2CCC(CN3CCC(C)CC3)CC2)c1 | 3%
CCCCNC(=O)CSc1nc2cc3c(cc2c(=O)n1CCCCCC(=O)NCCc1ccc(OC)c(OC)c1)OCO3 | -12%
CC1CCN(c2ncnc3c2nnn3C)CC1 | 0%
CCOC(=O)c1ccc(CN(Cc2ccc(C)cc2)S(=O)(=O)c2ccc(NC(C)=O)cc2)cc1 | ?
CCCCn1c(SCC(=O)NCCCOC)nc2c(sc3ccccc32)c1=O | -8%
Cc1ccc(-c2nnc(SCC(=O)NCc3ccccc3)nc2-c2ccc(C)cc2)cc1 | ?
Cc1ccc(-n2ncc3c(NCCCN4CCOCC4)ncnc32)cc1Cl | 10%
O=C(COc1ccccc1)N(Cc1cccnc1)c1nc2ccc(Cl)cc2s1 | 1%
COc1ccc(CCNC(=O)C(=O)NCC(c2ccco2)S(=O)(=O)c2ccccc2)cc1 (stereo not drawn) | -9%
CCOC(=O)c1c(C)[nH]c(C)c1S(=O)(=O)N1CCCC(C(=O)N2CCN(c3cccc(Cl)c3)CC2)C1 (stereo not drawn) | ?
O=C(Nc1ccc(-c2nc3cc(NC(=O)c4ccc(F)cc4)ccc3o2)cc1)c1ccc(F)cc1 | -12%
CC(C)Oc1ccc(CNC(=O)C2CCN(Cc3cc4ccccc4n3Cc3ccccc3)CC2)cc1 | 0%
Cc1c(C(=O)Nc2ccccc2Cl)sc2ncnc(N(C)C3CCCCC3)c12 | -17%
CN(C)c1ccc(NC(=O)CSC2=Nc3ccccc3C3=NC(CC(=O)NCc4ccccc4)C(=O)N23)cc1 (stereo not drawn) | 12%
CCC(C)NC(=O)CSc1nc2cc3c(cc2c(=O)n1CCCCCC(=O)NCc1ccc2c(c1)OCO2)OCO3 (stereo not drawn) | 7%
CC(C)c1ccc(Nc2ncnc3c2c(-c2ccccc2)cn3-c2ccccc2)cc1 | 4%
CCOc1cc2[nH]c(=O)n(CCCCC(=O)N3CCN(c4ccccc4OC)CC3)c(=O)c2cc1OCC | ?
Cc1cccc(Oc2nc3c(C)cccn3c(=O)c2/C=C(\C#N)c2nc3ccccc3[nH]2)c1 | 7%
CCc1cccc2sc(N3CCN(C(=O)C4CC4)CC3)nc12 | 13%
CC(C)c1ccc(NC(=O)c2ccc(F)c(S(=O)(=O)N3CCc4ccccc43)c2)cc1 | -3%
Fc1ccc(-n2ncc3c(NC4CCCCCC4)ncnc32)cc1 | ?
CCOc1ccccc1NC(=O)CCn1c(-c2ccc(OC)cc2)cc(C(C)=O)c1C | -28%
O=C(CC1N=C2c3ccccc3N=C(SCc3cccc(F)c3)N2C1=O)NCc1ccc2c(c1)OCO2 (stereo not drawn) | 10%
COCCCNC(=O)CSc1nc2cc3c(cc2c(=O)n1CCCC(=O)NCc1ccc2c(c1)OCO2)OCO3 | -8%
CN1CC(=O)N(CC(=O)Nc2cccc(C#N)c2)c2ccccc2C1=O | 0%
CCCS(=O)(=O)NCCc1csc2nc(-c3ccc(OC)cc3)nn12 | ?
CCN(CC)CCCNC(=O)C1CCN(S(C)(=O)=O)CC1 | -1%
CCOCCCn1c(SCC(=O)Nc2ccc(C(C)C)cc2)nc2c(sc3ccccc32)c1=O | -5%
CC(=O)c1ccc(NC(=O)CSc2nccn2C2CCCC2)cc1 | -7%
Cn1c(=O)c2nc(SCC(=O)Nc3ccc(Cl)c(Cl)c3)n(C)c2n(C)c1=O | 14%
Further records
SMILES | Chronic BCR inh
Cc1ccc(NC(=O)CSc2nccn2C2CCCC2)cc1 | ?
CCC(=O)NCCc1nc2cc(NC(=O)c3cccc(Br)c3)ccc2n1C | ?
CCOc1ccc(CCNC(=O)CN2N=C(c3ccccc3)CCC2=O)cc1OCC | -5%
Cc1cccc(NC(=O)c2oc3ccc(S(=O)(=O)N(C)C4CCCCC4)cc3c2C)c1C | ?
CCOc1ccc(-c2cc(C(=O)NCCc3ccc(C)cc3)c3ccccc3n2)cc1 | 15%
CCOc1ccc(C(=O)Nc2ccc(-n3nncc3-c3ccccc3)cc2)cc1OCC | ?
Cc1ccc(-n2ncc3c(Nc4cccc(C(F)(F)F)c4)ncnc32)cc1C | 5%
Cc1ccc(CNC(=O)C(=O)NCC(c2cccs2)S(=O)(=O)c2ccc(C)cc2)cc1 (stereo not drawn) | 0%
COc1ccc(NC(=O)CSC2=Nc3ccccc3C3=NC(CC(=O)NCCc4ccccc4)C(=O)N23)cc1 (stereo not drawn) | 16%
COc1ccc(N2CC(NC(=O)C(=O)c3c(C)[nH]c4ccccc34)CC2=O)cc1 (stereo not drawn) | 9%
Cc1cc(C)c(NC(=O)CSc2nc3ccccc3c3nc(-c4ccccc4)nn23)c(C)c1 | -15%
Cc1ccc(C)c(N(C)S(=O)(=O)c2ccc3[nH]cc(C(=O)NC4CCCC4)c(=O)c3c2)c1 | 19%
COC(=O)c1cccc(Nc2c(-c3ccc(SC)cc3)nc3nc[nH]n23)c1 | ?
O=C(Nc1ccccc1)Nc1nnc(SCC(=O)N2CCCCC2)s1 | 14%
COc1ccc(N2CCN(CCCNC(=O)c3cc(Nc4ccccc4OC)nc4ccccc34)CC2)cc1 | ?
COc1cc2c(cc1OC)C(COc1ccc(F)cc1)N(C(=O)Cc1ccccc1)CC2 (stereo not drawn) | ?
COc1ccc(C(=O)CN2CCN(S(=O)(=O)c3ccc(C(C)C)cc3)CC2)cc1 | ?
CCc1cnc2c(c1SCC(=O)NCc1ccccc1Cl)c(=O)n(C)c(=O)n2C | 5%
O=C(NCCc1ccc(Cl)cc1)C1(c2cccs2)CCOCC1 | 1%
Cc1cc(NC(=O)CSc2ncc(C(=O)Nc3ccc(Cl)cc3)c(=O)n2C)no1 | ?
Cc1cc(-n2c(C)nc3ccccc3c2=O)ccc1NC(=O)c1ccccc1[N+](=O)[O-] | -3%
CCCCN(CC)CCCNC(=O)c1ccc2c(c1)N(Cc1ccc(C)cc1)C(=O)c1ccccc1S2 | ?
COc1ccc2c(CNCCc3ccccc3)c(C(=O)O)n(Cc3cccc(F)c3)c2c1 | ?
CCOc1ccc(NC(=O)c2ccc(F)c(S(=O)(=O)N(Cc3ccc(C(=O)OC)cc3)Cc3ccc(OC)c(OC)c3)c2)cc1 | 6%

Rewritten as tab-separated lines: part of the list above.
mol	Chronic BCR inh
CCC(=O)NCCc1nc2cc(NC(=O)c3cccc(Br)c3)ccc2n1C	?
CCOc1ccc(CCNC(=O)CN2N=C(c3ccccc3)CCC2=O)cc1OCC	-5%
Cc1cccc(NC(=O)c2oc3ccc(S(=O)(=O)N(C)C4CCCCC4)cc3c2C)c1C	?
CCOc1ccc(-c2cc(C(=O)NCCc3ccc(C)cc3)c3ccccc3n2)cc1	15%
CCOc1ccc(C(=O)Nc2ccc(-n3nncc3-c3ccccc3)cc2)cc1OCC	?
Cc1ccc(-n2ncc3c(Nc4cccc(C(F)(F)F)c4)ncnc32)cc1C	5%
Cc1ccc(CNC(=O)C(=O)NCC(c2cccs2)S(=O)(=O)c2ccc(C)cc2)cc1 (stereo not drawn)	0%
COc1ccc(NC(=O)CSC2=Nc3ccccc3C3=NC(CC(=O)NCCc4ccccc4)C(=O)N23)cc1 (stereo not drawn)	16%
COc1ccc(N2CC(NC(=O)C(=O)c3c(C)[nH]c4ccccc34)CC2=O)cc1 (stereo not drawn)	9%
Cc1cc(C)c(NC(=O)CSc2nc3ccccc3c3nc(-c4ccccc4)nn23)c(C)c1	-15%
Cc1ccc(C)c(N(C)S(=O)(=O)c2ccc3[nH]cc(C(=O)NC4CCCC4)c(=O)c3c2)c1	19%
COC(=O)c1cccc(Nc2c(-c3ccc(SC)cc3)nc3nc[nH]n23)c1	?
O=C(Nc1ccccc1)Nc1nnc(SCC(=O)N2CCCCC2)s1	14%
COc1ccc(N2CCN(CCCNC(=O)c3cc(Nc4ccccc4OC)nc4ccccc34)CC2)cc1	?
COc1cc2c(cc1OC)C(COc1ccc(F)cc1)N(C(=O)Cc1ccccc1)CC2 (stereo not drawn)	?

(listing goes on)
SMILES | Chronic BCR inh
CCCS(=O)(=O)c1ncc(Cl)c(C(=O)N2CCN(c3ccc(OC)cc3)CC2)n1 | ?
Clc1ccccc1N1CCN(c2ncnc3c2c(-c2ccccc2)cn3-c2ccccc2)CC1 | 4%
COCCn1ccc2c(OCC(=O)Nc3cccc(OC)c3)cccc2c1=O | ?
CCCCOC(=O)c1ccc(OC(=O)c2sc3ncn(Cc4cccc(F)c4)c(=O)c3c2C)cc1 | -28%
CCOc1ccc(C2C(C(=O)Nc3ccccc3)=C(C)Nc3nc(SCc4cc(C)ccc4C)nn32)cc1 (stereo not drawn) | 0%
Cc1c(C(=O)NCc2ccccc2Cl)sc2ncnc(N(C)C3CCCCC3)c12 | 10%
O=C(c1ccc(Br)s1)N(Cc1cccnc1)c1nc2ccc(F)cc2s1 | -11%
COc1ccc(CCNC(=O)C2(c3cccs3)CCOCC2)cc1 | 6%
COc1cccc(CN2C(=O)CN(C3CCCCC3)C(=O)C2c2ccc(OC)c(OC)c2)c1 (stereo not drawn) | -17%
CCCOC(=O)CSc1nnc(-c2ccccc2)o1 | ?
O=C(Nc1ccc(F)c(Cl)c1)c1cc(S(=O)(=O)NCc2ccc3c(c2)OCO3)ccc1F | -12%
Cc1ccc(-c2nnc(Nc3cccc(Br)c3)c3ccccc23)cc1S(=O)(=O)N1CCN(C)CC1 | -12%
CCN(CC)S(=O)(=O)c1ccc2c(c1)N(CC(=O)N1CCN(c3ccc(Cl)cc3)CC1)C(=O)CO2 | 6%
COc1ccc(NC(=O)CSC2=Nc3ccccc3C3=NC(CCC(=O)NCCc4ccccc4)C(=O)N23)c(OC)c1 (stereo not drawn) | 8%
COc1ccc(N2CC(NC(=O)c3cccs3)CC2=O)cc1 (stereo not drawn) | ?
CCOC(=O)C1CCN(c2cc(C)nc3c(-c4ccccc4OC)c(C)nn23)CC1 | -2%
COC(=O)c1ccc(OCC2c3cc(OC)c(OC)cc3CCN2C(=O)c2ccccc2F)cc1 (stereo not drawn) | -4%
O=C(Nc1ccc(Oc2ccccc2)cc1)c1ccc(F)c(S(=O)(=O)N2CCN(c3cccc(Cl)c3)CC2)c1 | 14%
Cc1ccccc1C(=O)NCc1ccc2c(c1)CCN2C(=O)c1ccccc1 | -10%
Cc1c(Cl)cccc1NC(=O)CSc1nc(=O)n(CCN2CCOCC2)c2c1CCC2 | 9%

Assay outcomes deposited in PubChem by National Center for Advancing Translational Sciences (NCATS).
